Bioassay records (PubChem)
M4 PAM – human M4 muscarinic receptor positive allosteric modulators, primary screen, CHO-K1 cells, Fluo-8 calcium fluorescence; 360,000 compounds, 0.4% hits; activation, % at 3 µM; Muscarinic acetylcholine receptor M4 (Homo sapiens), P08173; CHO-K1 hM4/Gqi5, ACh EC20; 0% = ACh EC20, 100% = maximal ACh;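 active = activation above its plate's cutoff, the mean activation of sample wells plus 3 SD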; also: some results filed as inactive read as strong as hits
IDE cell inh – human IDE inhibitors in live cells, primary screen, fluorescence polarization, HEK cells, FAbetaB substrate; FAbetaB cleavage; inhibition, % at 5.59 µM; 320,000 compounds, 0.41% hits; AID 434962, 2010;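 active = percent inhibition above the average of all tested compounds plus 3 SD, set per screening campaign, cut at about 16% in these data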;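 also: IDE supplied by intact live HEK cells; FP after avidin binding of uncleaved biotin substrate so inhibition keeps polarization high; 0% = DMSO wells and 100% = 60 µM reference IDE inhibitor Ii1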
CRFBP-R2 agonist – agonists of CRF-BP/CRF-R2 complex, primary screen, cell-based, HEK293, calcium dye fluorescence, uHTS | calcium dye fluorescence (FLIPR); percent of saturating CRF peptide response | activation, % at 13.2 µM | 350,000 compounds, 0.46% hits | AID 588473, 2011;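 active = activation of at least 50%, plus an integration ratio under a set limit after plate pattern correction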;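 also: plate controls were neutral control wells without compound for no effect and CRF at EC100 for full effect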
MEKK3 PB1 HTS – modulators of MEKK3-MEK5 PB1 binding, primary screen, biochemical, wildtype MEKK3, multiplex bead flow cytometry, Alexa488-MEK5; bead-based flow cytometry, Alexa488-MEK5 binding to MEKK3; actives lie on both sides; 0 = blocked by unlabeled MEK5, 100 = vehicle; 290,000 compounds, 1.4% hits; Mitogen-activated protein kinase kinase kinase 3 (Homo sapiens), Q99759; binding response (% of control), % at 10 µM;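 active = binding response more than 3 SD above or below the average of its plate-row segment, actives on both sides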;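 also: Alexa488 bead fluorescence after subtracting the streptavidin-only scavenger bead signal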
IDE cell activ – human IDE activators in live cells, primary screen, fluorescence polarization, HEK cells, FAbeta-B substrate. activation, % at 5.96 µM. AID 493087, 2011. 340,000 compounds, 0.073% hits. FAbeta-B cleavage; 0% vehicle, 100% cell-free pure enzyme wells;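 active = activation above the mean of all tested compounds plus 3 SD, set per screening campaign, cut at about 17% in these data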
GalR3 antag – GalR3 antagonists in HEK293 cells, primary screen, cell-based, fluorescence readout; HEK293 GalR3-CNG cAMP membrane potential fluorescence; galR3 body fused to GalR1 C-terminus; 360,000 compounds, 0.44% hits; inhibition, % at 3 µM;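 active = inhibition above the screen-wide average plus 3 SD, cut at about 13% in these data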;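 also: forskolin and galanin both at EC90 stimulate the cells; cAMP rise reported by CNG channel membrane potential dye signal; 0% = forskolin plus galanin with DMSO and 100% = forskolin alone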
PHOSPHO1 inh – PubChem AID 1565; Phosphoethanolamine/phosphocholine phosphatase (Homo sapiens), Q8TCT1; recombinant PHOSPHO1, absorbance phosphatase assay; inhibition, % at 13.3 µM; 290,000 compounds, 1.1% hits; in the data active = inhibition above about 60%
CRFR2-BP antag – antagonists of CRF-BP/CRF-R2 complex, primary screen, cell-based, HEK293, calcium dye fluorescence, uHTS | CRF-induced calcium fluorescence | inhibition, % at 11.8 µM | 350,000 compounds, 0.59% hits | AID 588475, 2011;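 active = inhibition of the ligand-induced calcium signal above about 50% at the single tested concentration, limit read from the data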
pCIP destab – p/CIP-EGFP fusion destabilizers, primary screen, fluorescence, F442A cells; 16 h; decrease of EGFP signal, % at 10 µM; 290,000 compounds, 0.01% hits; AID 1984, 2009; Q05BA5;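 active = EGFP signal decrease of at least 30% at 10 µM or well 3 SD below plate mean, unless failing retest; inactive = the rest, including hits failing retest or dose response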; also: some compounds called inactive have numbers as strong as hits; many of its hits are not listed in these tables
* = called active by the depositor; · = no result given; & = joins results of further samples.

Values run as follows: M4 PAM	IDE cell inh	CRFBP-R2 agonist	MEKK3 PB1 HTS	IDE cell activ	GalR3 antag	PHOSPHO1 inh	CRFR2-BP antag	pCIP destab
1. Cc1ccc(CC(=O)Nc2nc3ccccc3[nH]2)cc1C
 : 0	3	-0.3	103	7	-3	3	-9	1
2. CCC[C@@H](CN[C@@H](CNC)C(C)C)NCCCCc1ccccc1
 : 3	-4	0.8	104	-2	-8	25	-2	-8
3. COc1ccccc1N(CC(=O)N(c1ccccc1)C(C)C)S(=O)(=O)c1cccs1
 : -10	3	1.6	94	0	5	-29	12	0
4. CCOC(=O)C(=O)Nc1ccc2c(c1)OCO2
 : -2	2	-2.5	113	-1	-1	-36	18	-20
5. COc1ccc(CNC(=O)CCCNS(=O)(=O)c2cccc3nonc23)cc1
 : 0	2	0.7	99	2	-3	41	-7	-5
6. O=C(COc1ccc(Cl)cc1Br)Nc1ccccc1N1CCCC1
 : 5	6	1.5	·	-5	-2	·	-15	·
7. CSc1ccccc1C(=O)NCCS(=O)(=O)N1CCN(c2ccc(F)cc2)CC1
 : -3	0	-0.4	·	-3	2	·	-2	·
8. Cc1ccc(C(=O)Nc2ccc(C(=O)O)cc2NC(=O)c2ccc(C)cc2)cc1
 : 2	0	-2.3	103	4	-7	24	0	17
9. CC(=O)N(NC(=O)c1ccccc1Cl)C1CC(=O)N(c2ccc(C)cc2)C1=O (configuration not stated)
 : 7	4	-2.6	102	4	-2	47	5	0
10. COc1cc(C2C(C#N)=C(N)Oc3n[nH]c(-c4cccs4)c32)cc(OC)c1O (configuration not stated)
 : -2	13	-1.1	98	-21	1	30	-24	6
11. COc1cccc(CNC(=O)CCC2CCCN(C(=O)c3cccnc3SC)C2)c1 (configuration not stated)
 : 4	3	-1.0	105	10	1	1	-5	4
12. COc1ccc(-c2cc(C(=O)c3c(N)n(C)c(=O)n(C)c3=O)c3ccccc3n2)cc1OC
 : -3	2	1.7	104	10	-7	37	-9	-9
13. CCN(CC)S(=O)(=O)c1ccc(N/N=C/c2cc(OC)c(OC)cc2OC)nc1
 : 6	3	-5.0	104	3	-10	-7	8	0
14. CC(C)(C)C(=O)/C=c1\[nH]c(=O)/c(=C\c2ccc(C#N)cc2)s1
 : 4	-1	26	105	6	-1	-7	-10	-13
15. COC(=O)c1sc(NC(=O)COc2cccc3ccccc23)nc1C
 : 1	6	2.7	99	4	2	11	2	-9
16. O=C(NNS(=O)(=O)c1ccc(F)cc1)c1ccccc1F
 : -2	2	-2.9	100	7	2	39	2	-4
17. NC(=O)C1(Nc2ccc(C(=O)O)cc2)CCCC1
 : 14	·	1.0	·	5	-6	·	-3	·
18. CC(=O)NC(Cc1cc(C)ccc1C)C(=O)N1CCN(C(=O)c2ccc([N+](=O)[O-])cc2)CC1 (configuration not stated)
 : 9	0	-0.9	103	1	-9	30	0	-2
19. N#Cc1ccc(OCC(O)CN2CCC(C(O)(c3ccccc3)c3ccccc3)CC2)cc1 (configuration not stated)
 : -20	1	3.0	108	-3	-3	31	-42	6
20. Cc1cccc(OCCC(=O)Nc2ccccc2C(N)=O)c1
 : 1	-2	-0.1	104	1	-8	12	5	-13
21. COC(=O)[C@@H]1C[C@H]2CC[C@H](O)C[C@H]2N1Cc1ccc(C)s1
 : 18	-2	2.7	95	4	-3	18	-4	-4
22. O=C(CC(=O)Nc1ccccc1[N+](=O)[O-])Nc1ccccc1[N+](=O)[O-]
 : -5	3	5.2	106	0	-9	42	14	-4
23. COc1ccc(-c2cn(/N=C/c3ccc(Cl)cc3Cl)c(N)n2)cc1
 : 6	3	-2.3	86	-1	-5	9	-17	-4
24. CCc1ccccc1Oc1ccc(S(=O)(=O)N2CCN(C)CC2)cn1
 : -1	0	0.1	·	0	-1	·	1	·
25. CCCCCCCN1C(N(C)C)=NC[C@@H]1Cc1ccccc1
 : -14	3	-1.4	·	5	-6	·	1	·
26. COC(=O)CCCC[C@@H]1SC[C@@H](NC(=O)OC)[C@@H]1NC(=O)OC
 : -4	-4	-0.8	111	6	-2	0	-9	2
27. O=C(NC1CC1)C(=O)c1c[nH]c2ccccc12
 : -4	-2	-0.7	95	1	0	·	5	7
28. O=C(NC1CCCCC1)C1CCCN1C(=O)Nc1ccccc1 (configuration not stated)
 : 6	9	-0.5	96	3	-10	14	42	-5
29. CCOC(=O)COc1ccc(S(=O)(=O)Nc2ccc3c(c2)OCO3)cc1
 : 3	-1	17	99	-4	-9	14	-7	-6
30. O=C(c1ccc(OCC2CCCO2)cc1)N1CCc2ccccc2C1 (configuration not stated)
 : -13	1	0.5	99	2	-8	25	7	-21
31. CCCCN1CC(O)=C(c2nc(-c3ccc(Cl)cc3)cs2)C1=N
 : -6	11	0.6	92	5	-1	14	0	-13
32. Cc1cnc(C(=O)OCC(=O)N(C(C)C)C(C)C)cn1
 : 8	-4	0.2	100	6	-1	24	-8	-1
33. Cc1nc(SCc2ccccc2C)n[nH]1
 : 4	-3	0.0	99	5	-2	-1	-3	-7
34. CCC(C)NCCC(=O)Nc1ccc(Cl)c(S(=O)(=O)Nc2ccc(Cl)cc2)c1 (configuration not stated)
 : 3	-6	2.4	103	1	-14	48	-10	-3
35. CC(C)C(=O)Nc1cccc(NC(=S)NC(=O)c2ccc(Cl)cc2)c1
 : -9	-7	0.1	95	5	-5	15	-15	-21
36. CCCCN(C(=O)Cn1nnc2ccccc21)C(C(=O)NCCOC)c1cccs1 (configuration not stated)
 : 5	-7	1.6	107	4	-7	10	-2	-7
37. COc1ccc(OC)c(NS(=O)(=O)c2ccc(NC(C)=O)cc2)c1
 : 4	4	-3.4	113	-4	-5	2	-6	-3
38. COC(=O)c1c(C)[nH]c(C(=O)/C=C/c2ccc(Cl)cc2)c1C
 : 3	-3	0.1	102	6	-1	9	-6	3
39. Cc1ccc(S(=O)(=O)N(CC(=O)N2CCOCC2)CC(=O)N2CCOCC2)cc1
 : 2	4	-0.3	105	0	1	-1	6	-9
40. CN1CCCN(S(=O)(=O)c2ccccc2)CC1
 : 1	-2	0.8	100	2	-8	18	-10	4

Complete entries, looked up by structure. Values in the order: M4 PAM, IDE cell inh, CRFBP-R2 agonist, MEKK3 PB1 HTS, IDE cell activ, GalR3 antag, PHOSPHO1 inh, CRFR2-BP antag, pCIP destab
COc1ccc(CNC(=O)CCCNS(=O)(=O)c2cccc3nonc23)cc1 is entered as 0, 2, 0.7, 99, 2, -3, 41, -7, -5
CC(C)C(=O)Nc1cccc(NC(=S)NC(=O)c2ccc(Cl)cc2)c1 is entered as -9, -7, 0.1, 95, 5, -5, 15, -15, -21

Next section
Values run as follows: M4 PAM	IDE cell inh	CRFBP-R2 agonist	MEKK3 PB1 HTS	IDE cell activ	GalR3 antag	PHOSPHO1 inh	CRFR2-BP antag	pCIP destab
41. CN1CCc2c(sc(NC(=O)Cc3ccc(F)cc3)c2C(N)=O)C1
 : 0	0	7.1	96	5	-2	30	-18	-8
42. O=C(C1CCN(S(=O)(=O)c2ccc(Br)s2)CC1)N1CCN(C2CCCCC2)CC1
 : -7	3	-2.5	101	2	3	-10	-37	-1
43. Clc1cccc(Cl)c1NC1=NCCN1
 : ·	1	·	99&90	·	·	20	·	8
44. Cc1cc(=O)[nH]c(NN=C2C3CC4CC(C3)CC2C4)n1
 : -10	0	2.7	99	-1	-4	-2	-3	-2
45. NC(=O)c1c(NC(NC(=O)c2ccco2)(C(F)(F)F)C(F)(F)F)sc2c1CCCC2
 : 2	5	0.9	99	0	-3	-42	1	-4
46. Cc1cccc(NC(=O)C2CCCN(S(=O)(=O)c3ccc4c(c3)oc(=O)n4C)C2)c1 (configuration not stated)
 : 10	2	0.1	106	4	-5	37	-2	-19
47. COc1cc(CC(=O)O)ccc1O
 : 2	0	-2.5	112	6	·	13	16	3
48. Cc1nnc(NC(=O)CSc2ccc3nnc(-c4ccccn4)n3n2)s1
 : -3	-7	0.7	115	0	-3	-4	-5	8
49. O=S(=O)(NCCc1ccccn1)c1ccc(OC(F)(F)F)cc1
 : 0	1	-2.1	100	-1	4	33	-16	5
50. O=C(Nc1ccccc1Cl)O/N=C(/c1ccccc1)c1ccccn1
 : 4	1	-2.9	101	-1	2	48	-8	-9
51. Cc1ccc2c(c1)N(CC(=O)NCCCN1CCOCC1)C(=O)C(C(C)C)O2 (configuration not stated)
 : -2	3	4.6	·	5	-6	·	5	·
52. COCCNC(=S)N/N=C(\C)CCc1ccc2c(c1)OCO2
 : 3	2	-1.0	102	-1	-3	16	22	3
53. Cc1ccc(C(=O)OCC(=O)c2c(N)n(C)c(=O)n(C)c2=O)cc1S(=O)(=O)N1CCCCC1
 : -1	6	1.1	97	3	-7	0	-31	-6
54. CCC1=C(CC2NCCc3ccccc32)CC2c3cc(OC)c(OC)cc3CCN2C1 (configuration not stated)
 : -3	·	2.8	·	1	-6	·	17	·
55. CCCCNC(=O)CCn1c(=O)c2ccccc2n(Cc2ccc(Cl)cc2)c1=O
 : 7	-9	-0.4	95	0	4	-7	7	-4
56. O=C(CSc1ncc(-c2ccccc2)[nH]1)Nc1ccccc1F
 : 4	9	-3.3	126	0	-6	11	12	11
57. Cc1ccc(-c2nn3c(-c4ccco4)nnc3c3ccccc23)cc1S(=O)(=O)NCC1CCCO1 (configuration not stated)
 : -5	-2	9.9	121	2	-1	11	-34	-5
58. CCOC(=O)COc1cc(-n2c(=S)[nH]c3cc(OC)c(OC)cc3c2=O)c(Cl)cc1Cl
 : -8	1	-1.5	100	1	-2	30	-20	-24
59. NC(=O)[C@H]1CC2(CC(c3cccc(NC(=O)CC(c4ccccc4)c4ccccc4)c3)=NO2)CN1C(=O)C(c1ccccc1)c1ccccc1 (some centres not stated)
 : -1	-1	5.4	80	-5	-1	44	-7	-15
60. CCCc1c(O)nc(SCC(=O)O)[nH]c1=O
 : 6	-1	-0.7	100	-1	-5	22	10	4
61. O=C(NCCCN1CCOCC1)c1ccc(Sc2cccc(Cl)c2)c([N+](=O)[O-])c1
 : -16	13	-0.4	108	-1	-2	-15	-10	1
